From PubChem BioAssay
Peg3 imprint – induces erasure of genomic imprints in mouse ES cells; AID 1948; Potency, µM (titrated, usually from 60.7 µM), inactives show top-dose activity change, positive = activation, most hits filed as activators; mouse ES Peg3-LacZ reporter, beta-gal luminescence, 40 h; hit rate 0.02% among 110,000;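 note: 0% = negative control wells on the plate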
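Each well holds 300 Peg3LacZ-Neo (maternal) female ES cells incubated 40 h at 37C, 5% CO2. LacZ is measured by BetaGlo luminescence, with AC50 and maximum efficacy derived from dose-response curves.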
p53ts 32C tox – p53ts cell cytotoxicity, permissive temperature; H1299-p53A138V at 32C, ATP luminescence viability, 24 h; Potency, µM (series often up to 46.1 µM), for inactives: at the top dose activity change, negative = cytotoxicity, usual class: cytotoxic; hit rate 0.93% among 130,000;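 note: 0% = DMSO and -100% = full killing by reference compound; nearly all actives have a fitted effect of over 55% in size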
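Viability by ATPlite luminescence after 24 h compound treatment (up to 46 uM) at the permissive 32C. Cells are H1299 carrying p53 A138V. Scale runs from DMSO basal to 100 uM tamoxifen as full kill; AC50 from Hill fits.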
IkB signaling – suppresses IkB signaling in ABC-DLBCL reporter cells | ABC-DLBCL IkBa-CBG/CBR dual luciferase ratio, 4 h; response scale: scaled: untreated 0%, proteasome inhibitor 100% | Potency, µM (top dose mostly 57.1 µM), for inactives: top-dose IkBa stabilization activation | hit rate 0.04% among 110,000; active = well fitted curve in the direction sought with a large enough effect in the signal ratio, not every such curve was filed as active; inconclusive = small, poorly fitted or top-dose-only effect, or a change in a side signal; the % refers to the signal ratio;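 note: the direction sought is a rising ratio; 0% = basal untreated cells and 100% = reference inhibitor full response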
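Luminescence ratio of IκBα-fused green versus native red beetle luciferase in OCI-Ly3 cells, 4 h post-doxycycline with compound; red signal alone, scaled from basal (0%) to zero light (-100%), flagged nonspecific or cytotoxic effects.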
p53ts 39C kill – kills p53ts cells at the nonpermissive temperature; H1299-p53A138V viability at 39C, ATP luminescence, 24 h; Potency, µM (series often up to 46.1 µM), for inactives: top-dose activity change, negative = cell killing, hits mostly cytotoxic; hit rate 1.5% among 130,000; AID 902; note: nearly all actives have a fitted effect of over 55% in size
Active calls of the source: *; ? = inconclusive; / = no result given; [ ] = dose if it differs, or a comment. Unless noted, calls come from the whole dose curve; as a rule, active = well fitted curve in the direction sought with a large enough effect; inconclusive = small, poorly fitted or top-dose-only effect, or another doubt; inactive = no such curve, though single readings can be large; an effect the other way counts as inactive or inconclusive. Unless noted, % is set by controls: 0 for no effect and ±100 for the full control effect; potency is the fitted concentration of half-maximal effect.

The opening 5 entries as a preview:
SMILES	Peg3 imprint	p53ts 32C tox	IkB signaling	p53ts 39C kill
Cc1ccc(C)c(S(=O)(=O)c2nnn3c2nc(N2CCOCC2)c2sccc23)c1	-13%[10.9 µM]	4%	-0.3%	-9%
CC1CC(N(C(=O)C2CC2)c2ccccc2)c2ccccc2N1C(=O)C1CC1 (stereo unspecified)	-3%	-2%	6.0%	0%
CCCc1nnc(NC(=O)CC(=O)OCC)s1	-2%	-5%	-1.9%	-1%
Cc1cccc(NC(=O)CCCCCn2c(=O)[nH]c3ccsc3c2=O)c1	-9%[10.9 µM]	0%	1.0%	11%
Cc1ccc(-c2cnc(NCc3c(F)cccc3Cl)n2C)cc1	-21%[10.9 µM]	?	?	?

The list itself, repeating the preview:
SMILES	Peg3 imprint	p53ts 32C tox	IkB signaling	p53ts 39C kill
Cc1ccc(C)c(S(=O)(=O)c2nnn3c2nc(N2CCOCC2)c2sccc23)c1	-13%[10.9 µM]	4%	-0.3%	-9%
CC1CC(N(C(=O)C2CC2)c2ccccc2)c2ccccc2N1C(=O)C1CC1 (stereo unspecified)	-3%	-2%	6.0%	0%
CCCc1nnc(NC(=O)CC(=O)OCC)s1	-2%	-5%	-1.9%	-1%
Cc1cccc(NC(=O)CCCCCn2c(=O)[nH]c3ccsc3c2=O)c1	-9%[10.9 µM]	0%	1.0%	11%
Cc1ccc(-c2cnc(NCc3c(F)cccc3Cl)n2C)cc1	-21%[10.9 µM]	?	?	?
COC(=O)c1c(C)oc(C)c(C(=O)OC)c1=O	-5%	-1%	-0.3%	6%
COc1ccc(Cc2nc3ccc(C(=O)NCc4cc(Br)ccc4OC)cc3o2)cc1	-6%[10.9 µM]	-14%	1.0%	-24%
Cc1ccc(-c2nnc(Nc3cccc(O)c3)c3ccccc23)cc1S(=O)(=O)N1CCOCC1	-6%[10.9 µM]	22%	?	-4%
CCn1cc2nc(SCc3cc(C)ccc3C)n(Cc3ccc(Cl)cc3)c(=O)c2n1	5%[10.9 µM]	-25%	?	?
CC(=O)NCCn1c(SCC(=O)OCc2ccccc2)nc2ccccc2c1=O	-15%	2%	0.1%	0%
COc1ccc(-c2cc(NCc3ccccn3)n3ncnc3n2)cc1	-14%	1%	?	21%
CC(C)CCNC(=O)CSCc1cnn(-c2ccccc2)c1-n1cccc1	-3%[10.9 µM]	-6%	0.9%	-12%
CC(C)Cc1nc2oc3c(N4CCN(C)CC4)ncnc3c2c2c1CCCC2	-14%	-4%	-0.7%	6%
Cc1nc2ccccc2c(=O)n1-c1ccc(NC(=O)c2cccc([N+](=O)[O-])c2)cc1	-1%[10.9 µM]	4%	?	2%
CC(C)(C)Oc1ncc(Br)c(OC(C)(C)C)n1	-4%	1%	1.9%	3%
Cc1cn2c(=O)cc(COc3ccccc3NC(=O)c3ccc(Cl)cc3)nc2s1	-2%[10.9 µM]	10%	0.2%	10%
Cc1cc(N2CCC(C(=O)Nc3ccc(F)cc3F)CC2)n2nc(C)c(-c3ccc(Cl)cc3)c2n1	19%[10.9 µM]	12%	-1.3%	-12%
Cc1csc2nnc(N)n12	5%	-3%	-0.9%	-1%
CCc1ccc(CNc2ncc(-c3cccc(OC)c3)n2C)cc1	-37%[inhibitor][10.9 µM]	-19%	-3.2%	?
Cc1cccc(NC(=O)COc2ccccc2)c1	-2%	-26%	13%	-22%
CCCN(CCC)C(=O)Cn1c(=O)n(-c2ccccc2)c(=O)c2c3c(sc21)CCCC3	-5%[10.9 µM]	6%	0.0%	-10%
CN(c1ccc(C(=O)N2CCc3ccccc3C2)cc1)S(C)(=O)=O	-36%[inhibitor]	?	2.8%	-11%
Cn1nnc(NC(=O)c2cccc(F)c2)n1	-34%[inhibitor]	-8%	-0.6%	7%
COc1ccc(OC)c(-n2c(-c3cccc(O)c3)n[nH]c2=S)c1	-8%	-10%	0.3%	8%
CS(=O)(=O)N1CCC2(CCCN(c3ncccn3)C2)CC1	/	-8%	3.7%[11.4 µM]	-9%
Other results follow.
SMILES	Peg3 imprint	p53ts 32C tox	IkB signaling	p53ts 39C kill
N#Cc1cccc(-c2nc(NCc3cccs3)c3ccccc3n2)c1	6.3µM*	-17%	1.4%[11.4 µM]	-24%
COCC(=O)Nc1nc(-c2ccc(C)cc2)c(C)s1	/	11%	/	4%
O=C(c1cn(-c2ccccc2)nc1-c1ccccc1)N1CCOCC1	-6%	-9%	4.8%	-15%
O=C(O)c1ccc(NC(=O)c2ccc(Cl)c(S(=O)(=O)N3CCCCCC3)c2)cc1	?	-6%	?	33%[activator]
Cc1noc(C)c1S(=O)(=O)N1CCCC(C(=O)NCCC2=CCCCC2)C1 (stereo unspecified)	-14%	4%	1.3%	-2%
C[C@H](CO)NC(=O)[C@@H]1C[C@H]1[C@@H](NP(=O)(c1ccccc1)c1ccccc1)c1ccccc1	-7%	3%	/	2%
CN(C)S(=O)(=O)c1ccc2c(c1)C(CC(=O)O)NC2=O (stereo unspecified)	4%	2%	5.8%	19%
COCCN1Cc2cccc(C(=O)Nc3c(C)cc(C)cc3C)c2C1=O	-13%	9%	-0.5%	-6%
CC(=O)/C(C[N+]1(C)CCCCC1)=N\O	0%	9%	3.3%	-7%
O=C(Nc1ccccc1)N(C1=NCCCCS1)c1ccccc1	/	2%	-1.4%	-5%
Cc1cccc(NC(=O)Cn2nc(-c3ccccc3)c3cnc4ccccc4c32)c1	-7%[10.9 µM]	-6%	-1.8%	7%
COc1ccc2sc(C)nc2c1NC(C)=O	-10%	1%	0.1%	12%
C=CCNC(=O)C1CC(c2cccc(OC)c2)=NO1 (stereo unspecified)	-27%	-2%	-1.2%	6%
COc1ccc(N2CSC3=C(C#N)C(c4ccc(OC)c(OC)c4)CC(=O)N3C2)c(OC)c1 (stereo unspecified)	-28%	?	?	19%
COc1cc(NC(=O)CSc2c3c(nc4ccccc24)CCC3)cc(OC)c1OC	-5%[10.9 µM]	11%	?	10%
O=C(c1cccnc1)N1CCC(c2nc3ccccc3[nH]2)CC1	/	-7%	1.8%	5%
COc1ccccc1NC(=O)C(C)NS(=O)(=O)c1ccccc1 (stereo unspecified)	?	1%	3.4%	15%
CCc1cccc(NC(=O)Nc2cccs2)c1	-26%	-12%	-3.3%	-23%
O=C(Oc1ccccc1)N1CCC2(CC1)CCN(c1ccncc1)CC2	/	-10%	-2.1%[11.4 µM]	-9%
COc1ccc2c(c1)N(C(=O)CSc1n[nH]c(C)n1)C(C)(C)C=C2C	-7%	8%	1.7%	0%
COc1cccc(NC(=O)CSc2nc3n[nH]c(C)c3c(=N)n2-c2cccc(OC)c2)c1	-19%	-4%	?	?
CCn1c(SCC(=O)Nc2cc(F)ccc2C)nnc1-c1ccccc1O	-2%	8%	-1.2%	11%
C#CCCCO/N=C1/C[C@@H](O)[C@@H](O)[C@@H]2[C@@H]3C(=O)N(CC)C(=O)[C@H]3CC[C@@H]12	/	6%[9.22 µM]	/	6%[9.22 µM]
COc1ccc(CNc2ccc(-c3ccc(OC)cc3)nn2)cc1	-9%	-5%	-1.3%	-6%
COc1cccc(CNC(=O)CCNS(=O)(=O)c2cccs2)c1	-20%	-1%	0.4%	7%
The list continues:
SMILES	Peg3 imprint	p53ts 32C tox	IkB signaling	p53ts 39C kill
CCOC(=O)C1=C(C)N=C2SC(C)C(=O)N2C1c1ccc(OC(C)=O)c(OC)c1 (stereo unspecified)	/	16%	/	-3%
Cc1nn(-c2ccccc2)c2c1N(CC(=O)N1CCN(c3ccccc3F)CC1)C(=O)CS2	2%[10.9 µM]	-4%	7.2%	-11%
Cc1ccc(C)c(Oc2ncnc(N)c2[N+](=O)[O-])c1	/	-18%	/	18%
COc1ccc(OCc2ccc(-c3nc(C#N)c(NCc4ccccc4)o3)o2)cc1	-11%[10.9 µM]	2%	?	23%
CC(NC(=O)Cn1ccsc1=N)C12CC3CC(CC(C3)C1)C2 (stereo unspecified)	-16%	3%	-0.1%	-15%
O=C(c1cccs1)N(Cc1nc2sc3c(c2c(=O)[nH]1)CCCC3)C1CCCC1	-18%	?	?	101%[activator]
CN(C(=O)C(Cl)Cl)c1ccc(OC(=O)c2ccco2)cc1	-8%[16.8 µM]	5%[20.6 µM]	1.4%[25.6 µM]	-1%[20.6 µM]
Nc1c(C(=O)c2ccccc2)sc(Nc2ccc(Cl)c(Cl)c2)c1C(=O)Nc1ccccc1	?	-13%	?	-28%
CCOC(=O)c1c(C)[nH]c(C)c1S(=O)(=O)N(C)CC(=O)N1CCN(c2cccc(C)c2C)CC1	-8%[10.9 µM]	21%	?	12%
COc1cc(OC)c(NC(=O)c2cc(C(C)=O)n3ccccc23)cc1Cl	-11%[10.9 µM]	-5%	4.2%	-13%
CCOc1ccc(C(=O)c2cn(Cc3ccc(Cl)cc3)c3cc(OC)c(OC)cc3c2=O)cc1	-11%[10.9 µM]	23%	4.0%	-12%
O=c1/c(=C/c2cccc3ccccc23)sc2ncnn12	-9%	-5%	1.2%	3%
COc1ccccc1CN1CC(C(=O)NCC2CCCO2)CC1=O (stereo unspecified)	-6%	3%	0.0%	-2%
Cc1cccc(NC(=O)Cn2cc(C(=O)c3ccco3)c3ccccc32)c1C	-17%[10.9 µM]	-2%	?	-4%
COc1ccccc1CNS(=O)(=O)c1cc2c3c(c1)CCN3C(=O)CC2	15%[10.9 µM]	-4%	0.9%	-6%
O=c1c2ccccc2c(C=NCCO)c(O)n1-c1ccccc1	8%	5%	0.5%	0%
Cc1ccc(NC(=O)c2oc3ccc(S(=O)(=O)N4CCCCCC4)cc3c2C)c(C)c1	?	-1%	-0.3%	?
CC(C)CCNC(=O)CN1C(=O)CCn2nc(-c3cn(C)c4ccccc34)cc21	-11%[10.9 µM]	1%	?	-10%
COc1ccc(C2(C(=O)NC(C)C)CCCC2)cc1OC	-4%	4%	-4.5%	12%
Cc1nc2nc(-c3ccccc3)[nH]n2c(=O)c1Cc1ccccc1	-13%	-14%	15%	-24%
CC(=O)N1CCc2c(sc3c2c(=O)n(CCc2ccccc2)c(=O)n3CC(=O)Nc2ccccc2F)C1	4%[10.9 µM]	3%	2.0%	-7%
O=c1c(CCc2ccccc2)nc2cnc(N3CCNCC3)nc2n1Cc1cccs1	-51%[inhibitor]	-1%	-1.6%[11.4 µM]	-1%
O[C@@H](c1cc([C@@]23C[C@H]4CC[C@@H]2C[C@H](C4)C3)nc2c(Cl)cc(Cl)cc12)[C@@H]1CCCCN1	/	7%[9.22 µM]	0.5%[11.4 µM]	-25%[9.22 µM]
O=C(c1cnc2c(c1)COc1ccc(Cl)cc1-2)c1ccccc1O	/	4%	/	-4%
O=C(O)COCc1nc2ccccc2[nH]1	-11%	-8%	1.0%	7%
More compounds follow:
SMILES	Peg3 imprint	p53ts 32C tox	IkB signaling	p53ts 39C kill
Cc1ccccc1CSCCNC(=O)CN(c1ccc2c(c1)OCO2)S(C)(=O)=O	-12%	8%	-0.6%	14%
CCCC(O)(CCN(C)C)c1ccc(OC)cc1 (stereo unspecified)	-13%	-11%	1.6%	0%
COc1cccc2cc3c(=O)n(-c4ccccc4)nc-3oc12	-7%	-18%	?	-13%
Cc1ccc(-c2noc(-c3nnn(CC(=O)Nc4cc(Cl)ccc4C)c3N)n2)cc1	7%[10.9 µM]	2%	-0.7%	-1%
Cc1cccn2c(=O)c3cc(C(=O)NCCCN4CCOCC4)n(C)c3nc12	-6%	9%	0.8%	11%
COc1ccc(N2CCN(C(c3ccccc3F)c3sc4nc(-c5ccco5)nn4c3O)CC2)cc1 (stereo unspecified)	-8%[10.9 µM]	-7%	1.0%	7%
Brc1ccc(-c2noc(-c3ccccc3)n2)o1	-13%[10.9 µM]	?	18%	?
COc1ccccc1NC(=O)CN(C)S(=O)(=O)c1ccc(F)cc1	-8%	-8%	1.8%	4%
CCNc1ccc(-c2nc(-c3ccco3)no2)cc1[N+](=O)[O-]	-15%[10.9 µM]	-19%	-2.8%	-14%
CC(=O)N1c2ccccc2C(=O)C1N1CCN(c2ccc(F)cc2)CC1 (stereo unspecified)	3%[10.9 µM]	4%	-1.8%	?

4 compounds picked at random from the list so far, as already listed:
SMILES	Peg3 imprint	p53ts 32C tox	IkB signaling	p53ts 39C kill
COc1ccc(N2CCN(C(c3ccccc3F)c3sc4nc(-c5ccco5)nn4c3O)CC2)cc1 (stereo unspecified)	-8%[10.9 µM]	-7%	1.0%	7%
CCCC(O)(CCN(C)C)c1ccc(OC)cc1 (stereo unspecified)	-13%	-11%	1.6%	0%
Brc1ccc(-c2noc(-c3ccccc3)n2)o1	-13%[10.9 µM]	?	18%	?
Cc1cccn2c(=O)c3cc(C(=O)NCCCN4CCOCC4)n(C)c3nc12	-6%	9%	0.8%	11%
